From PubChem BioAssay
GPR151 activ – human GPR151 activation; Q8TDV0; PathHunter beta-arrestin GPR151 cells, luminescence; activation, % at 11.2 µM; actives 1% (n = 650,000); AID 1508602; in the data active means activation above about 4.9%;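 further: 0% = median of compound wells and 100% = cells with positive control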
Target sequence (Q8TDV0 whole entry, looked up): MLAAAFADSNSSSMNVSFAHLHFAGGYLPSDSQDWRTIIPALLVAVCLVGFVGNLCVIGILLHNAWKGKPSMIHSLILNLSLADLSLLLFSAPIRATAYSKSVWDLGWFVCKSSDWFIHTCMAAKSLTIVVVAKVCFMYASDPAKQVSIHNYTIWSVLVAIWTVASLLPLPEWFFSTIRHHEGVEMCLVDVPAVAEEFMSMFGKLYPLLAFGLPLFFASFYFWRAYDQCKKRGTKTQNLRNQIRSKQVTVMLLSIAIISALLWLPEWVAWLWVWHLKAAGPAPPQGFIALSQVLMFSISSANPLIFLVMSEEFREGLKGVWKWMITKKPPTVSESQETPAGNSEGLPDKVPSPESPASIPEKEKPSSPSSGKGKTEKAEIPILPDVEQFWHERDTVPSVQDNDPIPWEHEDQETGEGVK
FBW7 act – human FBW7 E3 ligase activation, primary screen; Q969H0; AlphaScreen FBW7–phospho-cyclin E peptide binding, activator screen; actives 0.13% (n = 650,000); normalized activity (activation), % at 26.1 µM; in the data active means normalized activity above about 1.9%;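 further: purified mutant Fbw7 with reduced substrate affinity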
Target sequence (Q969H0 whole entry, looked up): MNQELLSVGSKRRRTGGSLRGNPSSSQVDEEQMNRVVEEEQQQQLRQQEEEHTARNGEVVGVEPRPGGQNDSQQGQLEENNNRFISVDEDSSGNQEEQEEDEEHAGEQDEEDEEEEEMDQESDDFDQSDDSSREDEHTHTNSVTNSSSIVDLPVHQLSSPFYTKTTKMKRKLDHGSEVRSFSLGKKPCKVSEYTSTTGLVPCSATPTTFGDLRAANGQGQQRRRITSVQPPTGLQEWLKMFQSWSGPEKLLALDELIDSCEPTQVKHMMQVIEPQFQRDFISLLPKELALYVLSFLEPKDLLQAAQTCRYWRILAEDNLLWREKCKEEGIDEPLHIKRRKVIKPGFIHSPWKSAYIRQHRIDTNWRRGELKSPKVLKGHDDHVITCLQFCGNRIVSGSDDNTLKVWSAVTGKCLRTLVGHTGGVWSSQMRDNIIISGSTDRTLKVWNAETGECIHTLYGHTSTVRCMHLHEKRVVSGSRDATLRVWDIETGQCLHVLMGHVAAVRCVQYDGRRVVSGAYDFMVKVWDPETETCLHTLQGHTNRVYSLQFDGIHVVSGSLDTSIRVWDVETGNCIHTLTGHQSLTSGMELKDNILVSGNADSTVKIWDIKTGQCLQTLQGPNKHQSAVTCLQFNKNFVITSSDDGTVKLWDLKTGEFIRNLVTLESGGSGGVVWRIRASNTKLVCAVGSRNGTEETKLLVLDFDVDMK
TEAD-YAP block – TEAD-YAP interaction inhibition; HEK-TIYL cells, TEAD-Gal4/YAP UAS-luciferase luminescence; AID 1259422; inhibition, % at 9.12 µM; actives 1.4% (n = 640,000); in the data active means inhibition above about 32%;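 further: 0% = median of test compound wells and 100% = reference inhibitor wells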
MITF primary – human MITF inhibition, primary screen. O75030. AlphaScreen MITF homodimerization, bead proximity signal. inhibition, % at 2.6 µM. actives 0.91% (n = 650,000); in the data active means inhibition above about 50%;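 further: 0% = vehicle wells with protein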
An asterisk follows results filed as active; & = joins results of further samples.

SMILES	GPR151 activ	FBW7 act	TEAD-YAP block	MITF primary
COCCCN1C(=O)c2oc3ccccc3c(=O)c2C1c1cccc(Br)c1 (stereo not drawn)	-1.7	0.4	14	17
CCC(Sc1nnc2c3ccccc3n(C)c2n1)C(=O)Nc1ccc(Cl)cn1 (stereo not drawn)	-0.7	-0.2	8	-3
CCN(CC)S(=O)(=O)C1CC2c3ccccc3C1c1ccccc12 (stereo not drawn)	0.3	0.0	-1	-1
Cc1c(C(=O)N2CCC3(CC2)CC(O)(c2nccs2)CO3)oc2ccccc12 (stereo not drawn)	1.2	-0.1	-6	-7
CCOC(=O)Cn1ncc2c([N+](=O)[O-])cc([N+](=O)[O-])cc21	1.2	0.0	-16	-6
COc1cccc(-c2cc(-c3ccccc3)nc(SC3CC(=O)N(c4ccc(C)cc4)C3=O)c2C#N)c1OC (stereo not drawn)	-0.2	-0.1	-2	5
Cc1ccc(NC(=O)NC(=O)N(C)S(C)(=O)=O)cc1	0.5	0.1	-11	-7
CC(C)NC(=O)c1cc2cc(Br)ccc2oc1=O	-0.5	-0.1	-4	-10
COc1ccccc1OCCOc1ccc(Cl)cc1-c1nc2sc3c(c2c(=O)[nH]1)CCCC3	1.2	0.0	6	9
Cc1c(C(=O)N2CCCCC2C)sc2nc(-c3ccc(F)cc3)cn12 (stereo not drawn)	-2.1	0.0	-77	4
CC(C(=O)N1CCc2ccccc21)c1ccc([N+](=O)[O-])cc1 (stereo not drawn)	-0.7	-0.3	12	8
CN(Cc1nc2c(s1)CCCC2)C(=O)CC1C(=O)NCCN1C (stereo not drawn)	0.0	0.1	-4	8

Shown as labelled records: two of the compounds above
> COc1ccccc1OCCOc1ccc(Cl)cc1-c1nc2sc3c(c2c(=O)[nH]1)CCCC3
- GPR151 activ: 1.2
- FBW7 act: 0.0
- TEAD-YAP block: 6
- MITF primary: 9

> Cc1c(C(=O)N2CCCCC2C)sc2nc(-c3ccc(F)cc3)cn12 (stereo not drawn)
- GPR151 activ: -2.1
- FBW7 act: 0.0
- TEAD-YAP block: -77
- MITF primary: 4

Molecules from the list above that have a Cl atom, in the order listed:
SMILES	GPR151 activ	FBW7 act	TEAD-YAP block	MITF primary
CCC(Sc1nnc2c3ccccc3n(C)c2n1)C(=O)Nc1ccc(Cl)cn1 (stereo not drawn)	-0.7	-0.2	8	-3
COc1ccccc1OCCOc1ccc(Cl)cc1-c1nc2sc3c(c2c(=O)[nH]1)CCCC3	1.2	0.0	6	9

New compounds follow
SMILES	GPR151 activ	FBW7 act	TEAD-YAP block	MITF primary
COC1CCN(c2nc3nonc3nc2NC2CCCC2)CC1	0.0	0.3	5	8
Oc1ccc(Br)cc1C1CC(c2ccc(Cl)cc2)=NC(c2ccc(Cl)cc2Cl)N1 (stereo not drawn)	-0.2	-0.7	-10	-12
O=C(O)c1cccc(NC(=S)N/N=C/c2cc([N+](=O)[O-])ccc2O)c1	0.1	0.0	40*	-1
COc1ccc2cc3c(N)c(C(=O)N4CCCC(C)C4)sc3nc2c1 (stereo not drawn)	-0.3	0.2	-2	14
Cc1ccc(C)c(N=Cc2c(O)n(-c3ccccc3)c(=S)n(-c3ccccc3)c2=O)c1	-1.0	0.1	4	6
CC1(C)OC(=O)C(=C2CCCCCN2)C(=O)O1	1.7	0.8	-1	0
O=C(CSCc1ccccc1F)N1CCN(c2cccc(Cl)c2)CC1	0.0	-0.1	2	7
CC(C)CCNC(=O)C1CCCN1S(=O)(=O)c1cccc2nsnc12 (stereo not drawn)	0.1	0.1	2	7
CC(=O)Nc1nnc(S(=O)(=O)N2CCN(c3ccc([N+](=O)[O-])cc3Cl)CC2)s1	-0.9	0.6	5	9
N#C/C(=C\Nc1ccccc1)c1nc(-c2ccc3c(c2)OCO3)cs1	1.2	0.0	11	-7
Fc1ccccc1Nc1nc2nonc2nc1N1CCCCCC1	-0.7	-0.1	12	-6
COc1ccc(NC(=O)NC(=O)N(C2CCCCC2)S(=O)(=O)c2ccc(C)cc2)c(C)c1	0.1	-0.1	0	2
Nc1ncnc(NCc2ccc(F)cc2)c1[N+](=O)[O-]	-0.3	0.2	-1	2
Cc1nnc2sc(-c3ccc(NC(=O)c4cccc(F)c4)cc3)nn12	2.0	-0.1	-4	-7
Cc1[nH]c(=O)[nH]c(=O)c1S(=O)(=O)N(CCc1ccccc1)Cc1ccccc1	0.8	-0.1	-2	-13
O=C(O)CCNC(=O)/C(=C\c1ccc(Cl)cc1)NC(=O)c1ccco1	-1.2	0.0	4	5
COc1cc(N2CCN(c3ccccc3)CC2)ncn1	0.0	0.4	-7	12
Cc1ccsc1CN1CCc2nnc(CNC(=O)c3ccccn3)n2CC1	-0.3	0.0	0	1
CCOC(=O)CNS(=O)(=O)c1cc(-c2nnc(Nc3cccc(O)c3)c3ccccc23)ccc1C	-0.3	-0.2	3	-4
CCOc1ccc2[nH]c3nc(SCC(=O)OC(C)C)nnc3c2c1	-0.3	0.0	4	4
CC1(C)SCC(C(=O)O)N1C=O (stereo not drawn)	4.8	0.0	-6	7
Cc1[nH]c(=O)[nH]c(=O)c1Cc1cccc2ccccc12	-0.4	0.0	-3	11
Cc1ccc(N2C(N)=C(C#N)C(c3cccs3)C3=C2CC(C)(C)CC3=O)cc1 (stereo not drawn)	-0.4	0.0	3	8
CC(=O)N(C)c1nc(-c2ccccc2)ccc1C(=O)Nc1cc(C)nn1C	0.9	0.4	0	9

Whole records, looked up by structure. Order of screens: GPR151 activ, FBW7 act, TEAD-YAP block, MITF primary
Cc1[nH]c(=O)[nH]c(=O)c1S(=O)(=O)N(CCc1ccccc1)Cc1ccccc1 as listed: 0.8, -0.1, -2, -13
CC(=O)N(C)c1nc(-c2ccccc2)ccc1C(=O)Nc1cc(C)nn1C as listed: 0.9, 0.4, 0, 9

(list continues)
SMILES	GPR151 activ	FBW7 act	TEAD-YAP block	MITF primary
CC(=O)Nc1cccc(-c2cnc3c(NCc4ccc(F)cc4)nccn23)c1	0.6	-0.2	3	-1
Cn1c(N2CCN(C(=O)c3ccccc3)CC2)nc2ccccc21	1.1	0.0	-2	-1
Cc1ccccc1CSc1nc2ccccc2c(=O)n1CCn1c(SCc2ccccc2C)nc2ccccc2c1=O	-0.1	0.1	17	14
O=C(Nc1cc(C(F)(F)F)ccc1Cl)c1ccc(F)c(S(=O)(=O)N2CCOCC2)c1	-0.8	0.1	5	-2
CC(=O)NCC(=O)NC1(C(=O)NC2CCCC2)CCCCC1	-0.3	0.0	-1	6
COC1CCN(C(=O)CC2C(=O)NCCN2Cc2c(F)cccc2Cl)CC1 (stereo not drawn)	0.1	0.2	-3	15
COc1cccc(CN2CCN(Cc3cccc(Br)c3)CC2)c1OC	0.2	-0.2	1	70*
CC(=O)c1ccc(OCC(=O)N2CCC[C@@H]3CN(CCC(C)C)CC[C@H]32)cc1	0.4	0.0	8	-1
CC1CCCCC1NS(=O)(=O)c1cc(C(=O)Nc2ccc(Cl)c(Cl)c2)ccc1F (stereo not drawn)	-0.1	0.1	-12	-7
CC(C)n1c(Nc2ccc(-n3ccnc3)cc2)nc2c(NCc3cccc(C(F)(F)F)c3)ncnc21	0.8	0.5	1	7
O=C(NCc1ccc2c(c1)OCO2)c1ccc(CSCc2c(F)cccc2Cl)o1	1.2	0.0	4	-6
O=C(Nc1ccc(Cl)cc1F)[C@H]1C[C@H]1C(=O)O	0.2	0.0	0	-4

Reformatted in markdown: 5 of the compounds above
| Structure | GPR151 activ | FBW7 act | TEAD-YAP block | MITF primary |
| --- | --- | --- | --- | --- |
| Cc1ccc(N2C(N)=C(C#N)C(c3cccs3)C3=C2CC(C)(C)CC3=O)cc1 (stereo not drawn) | -0.4 | 0.0 | 3 | 8 |
| CC(=O)N(C)c1nc(-c2ccccc2)ccc1C(=O)Nc1cc(C)nn1C | 0.9 | 0.4 | 0 | 9 |
| CC(=O)Nc1cccc(-c2cnc3c(NCc4ccc(F)cc4)nccn23)c1 | 0.6 | -0.2 | 3 | -1 |
| Cn1c(N2CCN(C(=O)c3ccccc3)CC2)nc2ccccc21 | 1.1 | 0.0 | -2 | -1 |
| Cc1ccccc1CSc1nc2ccccc2c(=O)n1CCn1c(SCc2ccccc2C)nc2ccccc2c1=O | -0.1 | 0.1 | 17 | 14 |

(more compounds)
SMILES	GPR151 activ	FBW7 act	TEAD-YAP block	MITF primary
O=C1C2C3C=CC(C3)C2C(=O)N1c1ccc(NC2CCCCCC2)c([N+](=O)[O-])c1 (stereo not drawn)	0.6	0.2	-4	14
O=C1CCC(N2C(=O)c3ccccc3C2=O)C(=O)N1 (stereo not drawn)	0.3&3.1&-0.9&2.8&-1.9	-0.1&0.0&-0.1&0.1&0.3	1&6	7&6&13&16&16
CCCn1c2ccccc2c2nnc(SCC(=O)NC3CCCC3)nc21	-0.2	0.0	-1	4
CCOC(=O)CSc1nc2ccccc2n1CC(=O)Nc1cc(C)ccc1C	1.5	-0.1	9	-8
CCC1=NN2C(=N)/C(=C/c3ccc(OCCOc4cc(C)cc(C)c4)cc3)C(=O)N=C2S1	0.5	-0.2	-8	-6
Cc1sc2ncnc(N3CCCc4ccccc43)c2c1C	0.3	0.0	4	4
Cc1cccc(-n2cc(-c3ccccc3)c3c(NCc4cccs4)ncnc32)c1	-0.1	0.3	-5	-5
Cc1cccc(NC(=O)COc2ccccc2C)c1	-0.8	-0.1	-43	1
COCC(C)n1c(=S)nnc2c3ccccc3[nH]c21 (stereo not drawn)	-1.3	-0.4	3	7
O=C(CCl)Nc1ccc2c(c1)OCO2	1.9	0.0	30	0
O=[N+]([O-])c1cccc2nc(-c3ccc(Cl)cc3)c(-c3ccc(Cl)cc3)nc12	1.5	0.2	17	18
O=C(NCCCN1CCCC1=O)c1cccc(Nc2ccncn2)n1	3.6	-0.1	-5	3
CCCOc1ccc(/C=C2\C(=O)NC(=O)N(c3ccc(C(=O)O)cc3)C2=O)cc1OC	0.6	0.0	6	4
Cc1occc1C(=O)Nc1nc2ccccc2[nH]1	-7.3	-0.1	-24	6
COc1cc(-c2cnc3c(NCc4ccc5c(c4)OCO5)nccn23)cc(OC)c1OC	0.6	0.2	5	13
O=C(NC1CCN(Cc2ccccc2)CC1)c1cc(N2CCN(c3ccccn3)CC2)nc2ccccc12	-0.4	0.1	10	-10
Cc1ccccc1-n1c(=S)[nH]c2c(sc(=S)n2-c2ccccc2C)c1=O	0.0	0.0	-6	-5
COc1cc(C=C2C(=O)OC(C)(C)OC2=O)cc(Br)c1OCC(C)C	-0.3	0.3	7	5
CCOC(=O)c1c(NC(=O)C(C)Sc2nnc(CNC(=O)c3ccco3)n2C2CCCCC2)sc2c1CCC2 (stereo not drawn)	0.5	0.0	3	-7
COc1ccc(OCC2c3cc(OC)c(OC)cc3CCN2C(=S)Nc2ccccc2)cc1 (stereo not drawn)	-0.2	-0.1	12	-6
c1ccc(-c2cncc(-c3cc(N4CCOCC4)nc(-c4ccccc4)n3)c2)cc1	1.7	0.0	1	5
N#Cc1c(NC(=O)c2ccc(S(=O)(=O)N3CCCC3)cc2)sc2c1CCCC2	-0.8	0.1	3	-1
CCn1c(=NC(=O)c2cc(=O)c3ccccc3o2)sc2c(OC)ccc(OC)c21	0.7	-0.1	-14	-13
COCCCNC(=S)NNC(=O)C(C)Oc1ccc2c(c1)OCO2 (stereo not drawn)	2.5	0.0	5	-4
COc1cc(OC)cc(-c2cc3nc(C)c(C)c(NCCN(C)C)n3n2)c1	0.5	-0.2	-2	-1
O=S(=O)(/N=C(\c1ccccc1F)N1CCCCC1)c1ccccc1	2.7	0.5	3	2
COc1cc2cc(CN(CCN(C)C)C(=O)NCc3ccccc3)c(=O)[nH]c2cc1OC	-0.3	0.0	-5	15
Clc1cc(NCCc2ccccn2)ncn1	0.3	0.6	-6	17
Cn1c(=N)n(CC(O)COc2ccccc2)c2ccccc21 (stereo not drawn)	-0.1	0.0	8	4
Cc1ccc(Cl)cc1NC(=O)C1CC(=O)N(C2CCCCC2)C1 (stereo not drawn)	1.0	0.0	-3	7
N#Cc1cnn2ccc(-c3cccc(C(F)(F)F)c3)nc12	-0.1	0.1	8	0
Cc1nccn1CCCNC(=O)CC1C(=O)NCCN1Cc1ccc(F)cc1 (stereo not drawn)	3.1	0.3	-25	-4
CN1CCN2c3ncccc3Cc3ccccc3C2C1 (stereo not drawn)	-1.6&-2.3&-1.0	0.4&0.2&0.0	0	14&-3&-12
CN(CCCN1CCCC1)C(=O)CC1C(=O)NCCN1Cc1ccc(F)cc1 (stereo not drawn)	-0.2	0.0	-4	14
C=CCn1c(SCc2cccc(F)c2)nc2cc(C(=O)NCC3CCCO3)ccc2c1=O (stereo not drawn)	-0.3	0.0	-2	-9
Cc1ccccc1Cn1c(=O)n(CC(=O)NCCc2ccccc2)c(=O)c2sccc21	-1.0	0.7	0	13
Cc1cc(C)n2c(SCC(=O)NCCN3C(=O)CSC3=O)nnc2n1	0.0	0.2	-4	0
CCc1ccc(C2C(C#N)=C(N)N(c3cc([N+](=O)[O-])ccc3C)C3=C2C(=O)CC(C)(C)C3)s1 (stereo not drawn)	0.8	-0.1	-11	-5
COC(=O)C1=C(C)NC(C)=C(C(=O)OC)C1c1cn(-c2ccccc2)nc1-c1ccc(S(=O)(=O)N(C)C)cc1	-1.4	-0.1	-9	5
CCCC(=O)N=c1sc2cc(S(C)(=O)=O)ccc2n1C	-1.1	0.0	-16	19
Cc1cccc(NC(=O)CSc2c(C(C)C)cnc3c2c(=O)n(C)c(=O)n3C)c1	-1.1	-0.2	6	-1
O=C(c1ccco1)N1CCN(c2nnnn2-c2ccccc2)CC1	1.6	0.0	2	4
CCc1ccc(CN2CCN(Cc3cc(OC)cc(OC)c3)C(CCO)C2)cc1 (stereo not drawn)	-0.3	-0.1	7	1
O=C(NCc1n[nH]c(=S)n1-c1ccc(F)cc1)c1ccccc1	0.8	0.0	3	-2

Random draw from the library (roughly 3.4% active in at least one column).
